p97 ATPase inh = inhibitors of human p97 ATPase, primary screen, biochemical; Transitional endoplasmic reticulum ATPase (Homo sapiens), P55072; recombinant p97 ATPase, Kinase-Glo ATP luminescence, 3 h; inhibition, % at 8 µM; 220,000 tested, 0.42% active; AID 1481, 2009; in the data active = inhibition above about 15%;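 also: 0% = DMSO vehicle and 100% = wells lacking enzyme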
PERK inhibitor = block of dimerizer-induced PERK translation repression, primary screen, PERK inhibitor project, CHO PERK-DD cells, SEAP luminescence, HTS; Eukaryotic translation initiation factor 2-alpha kinase 3 (Homo sapiens), Q9NZJ5; CHO PERK-DD fusion, SEAP luminescence translation reporter; inhibition, % at 5.6 µM; 220,000 tested, 0.17% active; AID 1416, 2008;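 active = inhibition above the mean inhibition of all tested compounds plus 3 SD, set separately per screening campaign, cut at about 2.9% in these data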;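 also: PERK kinase domain activated by AP20187 dimerizer at 100 nM; 0% = DMSO with dimerizer and 100% = rapamycin at 8.4 µM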
KLK5 inh = human KLK5 protease inhibitors, primary screen, biochemical, 1536-well | Kallikrein-5 (Homo sapiens), Q9Y337 | 210,000 tested, 0.59% active | recombinant hK5, fluorogenic AMC substrate cleavage | AID 873, 2007 | inhibition, % at 5 µM;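 active = inhibition of 40% or more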;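 also: 0% = enzyme controls without compound and 100% = no-enzyme blanks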
Target sequence (Q9Y337 67-293 limits assumed): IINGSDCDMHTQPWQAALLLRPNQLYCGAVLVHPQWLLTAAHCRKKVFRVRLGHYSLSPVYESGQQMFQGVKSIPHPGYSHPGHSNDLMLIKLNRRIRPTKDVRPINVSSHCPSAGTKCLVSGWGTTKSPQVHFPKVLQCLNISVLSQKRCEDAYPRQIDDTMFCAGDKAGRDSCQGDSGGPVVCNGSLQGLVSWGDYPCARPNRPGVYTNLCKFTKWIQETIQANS
Cl transport mod = KCC2 cotransporter modulators, thallium flux, primary screen, cell-based, HEK293 KCC2, FluoZin-2 fluorescence, MLSMR. Solute carrier family 12 member 5 (Homo sapiens), Q9H2X9. KCC2 cells, thallium flux FluoZin-2 fluorescence. B-score of Tl+ flux slope (higher = more flux/activation; lower = inhibition) at 10 µM. 190,000 tested, 2.2% active. AID 1456, 2008;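 active = thallium flux slope and its plate-corrected score both differing from the plate sample mean at a set confidence after two filtering rounds, in either direction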;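 also: slope of fluorescence scaled to starting intensity during 10 to 20 s after thallium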
FXIa inh 1536 = human FXIa protease inhibitors, primary screen, biochemical, 1536-well; Coagulation factor XI (Homo sapiens), P03951; purified FXIa, Boc-Glu-Ala-Arg-AMC fluorogenic substrate; inhibition, % at 5 µM; 220,000 tested, 0.14% active; AID 798, 2007;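 active = inhibition of at least 40%; inactive = inhibition below 40%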;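 also: fluorescence of freed AMC excited at 355 nm; 0% = enzyme without compound and 100% = no enzyme blank; many of its hits are not listed in these tables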
Target sequence (P03951 19-387 limits assumed): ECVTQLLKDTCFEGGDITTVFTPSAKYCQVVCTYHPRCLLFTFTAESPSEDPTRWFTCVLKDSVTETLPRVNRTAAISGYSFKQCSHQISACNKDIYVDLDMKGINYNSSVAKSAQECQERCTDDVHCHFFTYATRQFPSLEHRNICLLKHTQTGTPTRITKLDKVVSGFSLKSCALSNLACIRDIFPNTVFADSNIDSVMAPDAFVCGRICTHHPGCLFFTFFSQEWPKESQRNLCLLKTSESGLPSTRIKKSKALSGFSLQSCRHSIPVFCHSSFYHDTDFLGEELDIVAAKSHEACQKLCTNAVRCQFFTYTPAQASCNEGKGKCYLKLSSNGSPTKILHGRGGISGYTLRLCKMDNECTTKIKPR
Target sequence (P03951 388-625 limits assumed): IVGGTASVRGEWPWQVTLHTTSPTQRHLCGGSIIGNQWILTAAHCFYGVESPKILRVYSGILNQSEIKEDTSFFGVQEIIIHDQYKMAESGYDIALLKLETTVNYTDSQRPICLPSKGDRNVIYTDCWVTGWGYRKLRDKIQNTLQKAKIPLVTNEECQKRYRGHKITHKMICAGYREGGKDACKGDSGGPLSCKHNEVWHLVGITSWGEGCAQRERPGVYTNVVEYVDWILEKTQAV
Wee1 degr inh = Wee1 degradation inhibitors, primary screen, cell-based, HeLa, Wee1K328M-luciferase, luminescence | Wee1-like protein kinase (Homo sapiens), P30291 | reporter increase, % at 5 µM | HeLa Luc-Wee1K328M stability; 100% = proteasome inhibitor MG132 effect | 220,000 tested, 1.2% active;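 active = activation above the mean of all tested compounds plus 3 SD, set per screening run, cut at about 8.8% in these data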;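 also: cells exposed to compound for 20 h before luminescence read; 0% = DMSO alone and 100% = MG132 at 30 µM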
Furin inh = human furin inhibitors, primary screen, biochemical, fluorescence intensity. P09958. purified furin, fluorogenic substrate cleavage. inhibition, % at 30 µM. 220,000 tested, 0.061% active. AID 463115, 2010; in the data active = inhibition above about 25%; also: inactives centre near -15
thrombin 1536 = human alpha-thrombin inhibitors, primary screen, counter-screen for coagulation protease inhibitor project, biochemical, 1536-well, fluorogenic AMC substrate | Prothrombin (Homo sapiens), P00734 | Boc-VPR-AMC fluorogenic substrate cleavage | inhibition, % at 5 µM | 220,000 tested, 0.26% active;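 active = inhibition at or above 40%; inactive = inhibition below 40%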;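 also: 0% = enzyme with no compound and 100% = wells without enzyme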
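Material: human alpha-thrombin protein; Also added: Boc-VPR-AMC substrate, 15 µM final; Timing: enzyme reaction carried out at room temperature; Signal: fluorescence, ex 355 nm, em 460 nm; Measure: % inhibition of thrombin; Controls: enzyme without compound as high, wells lacking enzyme as low.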
FXIIa inh 1536 = human FXIIa protease inhibitors, primary screen, biochemical, 1536-well. Coagulation factor XII (Homo sapiens), P00748. purified FXIIa, Boc-QGR-AMC fluorogenic substrate, 2 h. inhibition, % at 5 µM. 220,000 tested, 0.3% active. AID 800, 2007; in the data active = inhibition above about 40%;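 also: 0% = enzyme with no compound and 100% = blank without enzyme; many of its hits are not listed in these tables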
Starred values were filed as active, the others as inactive; / = not tested or not shown; [ ] = remark or other dose.

cpd | mol | p97 ATPase inh | PERK inhibitor | KLK5 inh | Cl transport mod | FXIa inh 1536 | Wee1 degr inh | Furin inh | thrombin 1536 | FXIIa inh 1536
1 | N/C(=N\OC(=O)COc1ccc(Cl)cc1Br)c1ccncc1 | -1.6 | -0.5 | -0.5 | -0.266 | -3.3 | 4.2 | -13.9 | -4.4 | 5.1
2 | CCS(=O)(=O)N1CCN(C(=O)c2cccs2)CC1 | 0.6 | 1.1 | -9.0 | / | 0.9 | -2.7 | -22.5 | 3.6 | 11.3
3 | CSc1cccc(NCc2ccc([N+](=O)[O-])cc2)c1 | 8.4 | 0.5 | -4.0 | -0.00189 | 1.9 | -1.8 | -15.6 | / | 1.3
4 | O=C(O)CCc1nnc2n(Cc3ccc(F)cc3)c(=O)c3ccccc3n12 | -1.1 | -0.3 | 0.4 | 1.27 | -14.7 | 0.3 | 2.3 | -3.5 | -1.1
5 | Cc1sc2nc(-c3ccccc3)[nH]c(=O)c2c1-c1ccccc1 | 1.1 | 1.1 | -11.2 | -0.304 | -2.8 | -0.6 | -45.5 | -7.3 | 3.1
6 | Cc1ccccc1NC(=S)C1=C(O)c2sccc2N(C)S1(=O)=O | 3.5 | 0.1 | 2.5 | 1.07 | 1.8 | -1.7 | -6.5[20 µM] | 2.3 | 13.1
7 | Cc1csc(NC(=O)C2CC(=O)N(Cc3ccco3)C2)n1 (stereo unspecified) | -6.9 | 0.0 | -0.2 | 2.83* | 7.3 | 0.6 | -12.6 | -10.2 | 11.2
8 | O=C(O)/C=C/c1ccc(O)c(O)c1 | 2.7 | 0.4 | -0.5 | 0.011 | 4.4 | 6.8 | -4.0 | / | 4.0
9 | COc1ccccc1-c1cc(C(=O)NCc2cccs2)no1 | 2.6 | -0.6 | -5.2 | 0.0413 | -0.7 | -2.1 | -28.0 | -0.5 | 11.4
10 | COc1ccc(C2CC(c3ccccc3)=NN2c2ccc(S(N)(=O)=O)cc2)cc1 (stereo unspecified) | -0.6 | -0.9 | -139.1 | / | -77.5 | 1.3 | -129.6 | -126.3 | -89.9
11 | Cc1cc(C)nc(SCCC(=O)Nc2ccccc2Cl)n1 | 5.3 | -0.1 | -4.2 | / | -1.3 | -1.8 | -7.1 | -8.9 | 3.6
12 | Cc1cccc(CC2S/C(=N/c3cccc(C)n3)NC2=O)c1 (stereo unspecified) | -3.8 | -0.5 | -2.4 | 0.307 | -1.0 | -2.6 | -14.1 | -6.7 | 6.3
13 | COc1ccc(C=O)cc1Oc1nc(Cl)ncc1F | 2.6 | 0.9 | 0.2 | -0.0536 | -0.6 | 0.7 | 3.3 | -2.4 | 8.6
14 | C/C(=N\NC(=O)c1ccc(CN2CCOCC2)cc1)c1ccc([N+](=O)[O-])cc1 | 3.8 | 1.3 | -15.7 | -0.421 | 3.4 | -1.1 | -13.3 | -3.1 | 3.6
15 | Cc1cccc(C)c1NC1=NC(C)(C)N=C(N)N1 | -0.6 | 0.2 | 15.9 | 0.0172 | -4.1 | -1.0 | -29.6 | -6.1 | 9.4
16 | CCc1cccc(NC(=O)CN2C(=O)NC3(CCCCCCC3)C2=O)c1 | 1.2 | 0.3 | 16.7 | / | 20.0 | 3.8 | -20.0 | -2.1 | 12.5
17 | C=CCNC(=S)NNC(=O)c1ccc(=O)n(Cc2ccc(Cl)cc2Cl)c1 | 2.7 | 1.0 | -4.2 | -0.265 | -4.9 | 6.6 | -22.7 | -6.3 | 1.3
18 | COc1ccc(C(=O)NC(=S)N(CCC(C)C)c2c(N)n(Cc3ccccc3)c(=O)[nH]c2=O)cc1 | -0.2 | 0.5 | -5.6 | -0.0133 | -0.1 | 1.1 | -20.0 | -9.6 | 8.1
19 | COc1ccc(C2c3ccc(O)cc3Oc3ncn4nc(-c5ccco5)nc4c32)cc1OC (stereo unspecified) | -4.2 | -1.1 | -3.6 | -0.0246 | -5.4 | 1.1 | -18.8 | -8.7 | 3.3
20 | O=C(Nc1ccc2c(c1)CCC2)c1ccccc1Br | 3.0 | 0.4 | 10.0 | -0.29 | -2.3 | 3.2 | -20.6 | -3.8 | 5.6

3 of the compounds above, in transposed form:
[5] Cc1sc2nc(-c3ccccc3)[nH]c(=O)c2c1-c1ccccc1
[6] Cc1ccccc1NC(=S)C1=C(O)c2sccc2N(C)S1(=O)=O
[7] Cc1csc(NC(=O)C2CC(=O)N(Cc3ccco3)C2)n1 (stereo unspecified)
Compound,5,6,7
p97 ATPase inh,1.1,3.5,-6.9
PERK inhibitor,1.1,0.1,0.0
KLK5 inh,-11.2,2.5,-0.2
Cl transport mod,-0.304,1.07,2.83*
FXIa inh 1536,-2.8,1.8,7.3
Wee1 degr inh,-0.6,-1.7,0.6
Furin inh,-45.5,-6.5[20 µM],-12.6
thrombin 1536,-7.3,2.3,-10.2
FXIIa inh 1536,3.1,13.1,11.2

Carrying on:
cpd | mol | p97 ATPase inh | PERK inhibitor | KLK5 inh | Cl transport mod | FXIa inh 1536 | Wee1 degr inh | Furin inh | thrombin 1536 | FXIIa inh 1536
21 | CN(Cc1cnn(C)c1)C(=O)c1sc2cccc(Cl)c2c1Cl | -3.0 | -1.4 | 11.4 | / | 1.4 | -0.7 | 8.8[20 µM] | -6.7 | -1.6
22 | CCOC(=O)N1CCN(Cc2cn[nH]c2-c2ccc(-c3ccccc3)cc2)CC1 | 1.6 | 0.0 | -2.6 | 1.13 | -2.8 | -0.7 | -18.7 | -10.5 | 4.0
23 | O=C(NCc1nc2ccccc2[nH]1)C1=C[C@@H](c2ccccc2)C[C@@H](OCc2ccc(CO)cc2)O1 | -1.2 | -0.2 | -2.3 | 0.0026 | -2.2 | 0.4 | -18.0 | -6.5 | 5.9
24 | O=c1c(-c2ccc(O)cc2)coc2cc(OC3OC(CO)C(O)C(O)C3O)cc(O)c12 (stereo unspecified) | 5.7 | -0.1 | -8.1 | 0.399 | 1.3 | 0.2 | -3.8 | -2.6 | 6.5
25 | Cc1cc(C)n(-c2ccc(Cl)c(C(=O)Nc3ccc(OC(F)(F)F)cc3)n2)n1 | 1.7 | 2.2 | -11.5 | 1.12 | 1.5 | -4.0 | -26.2 | -2.7 | 12.3
26 | COC(=O)c1cn(Cc2cccnc2)c(=O)c2ccccc12 | 4.9 | 0.4 | -221.5 | -0.287 | 1.0 | -3.0 | -24.5 | -0.9 | 8.7
27 | O=C(CCCCn1c(=O)[nH]c2ccccc2c1=O)NCCc1c[nH]c2ccccc12 | 3.3 | 0.1 | -9.6 | -1.08 | -2.8 | 2.7 | -5.7 | -2.8 | 7.3
28 | CSc1nc2c(c(C(F)(F)F)n1)CC(C)CC2 (stereo unspecified) | 1.4 | 1.1 | -0.6 | 0.00565 | 1.8 | 1.7 | -26.9[20 µM] | 5.1 | 14.0
29 | COc1cccc(NC(=O)COc2ccc(N3CC(C(=O)NCC(C)C)CC3=O)cc2)c1 (stereo unspecified) | -2.8 | 0.2 | 4.2 | -0.492 | 1.2 | 0.8 | -14.0[20 µM] | -5.4 | 2.6
30 | Cc1ccc2cc(CN(c3ccccc3)S(=O)(=O)c3ccccc3)c(=O)[nH]c2c1 | -1.7 | -2.3 | 0.4 | -0.0865 | -1.4 | -0.4 | -11.2 | -3.1 | 4.8
31 | CS(=O)(=O)Nc1ccccc1C(=O)c1ccccc1 | -3.9 | -0.1 | 1.0 | 0.503 | -7.8 | -0.5 | -18.1[20 µM] | -4.1 | -1.1
32 | CCC(C)C(NS(=O)(=O)c1ccc(C)cc1)C(=O)O (stereo unspecified) | 6.1 | 0.7 | -0.8 | -0.029 | -3.7 | 0.9 | -28.4 | 8.1 | 3.2
33 | O=C(NCc1ccco1)c1ccccc1NC(=O)C1CC(=O)N(c2ccc(Cl)cc2)C1 (stereo unspecified) | 3.7 | -0.8 | -7.3 | -0.104 | 3.3 | -1.3 | -15.0[20 µM] | 2.8 | 16.9
34 | CC(=O)c1cc(CN2CCC(N3CCC(C(=O)NC(C)C)CC3)CC2)cs1 | 5.5 | 1.1 | -0.7 | 0.0888 | -0.7 | 0.9 | -23.3 | -12.0 | 7.2
35 | CC(C(=O)N1CCCCCC1)c1ccc([N+](=O)[O-])cc1 (stereo unspecified) | 1.6 | 0.8 | 6.7 | -0.29 | 0.9 | -2.5 | -30.8 | 1.7 | 7.4
36 | CCc1ccc(CN(C(=O)c2cc3ccccc3oc2=O)C2CCS(=O)(=O)C2)cc1 (stereo unspecified) | -3.3 | 0.1 | 19.7 | / | -10.3 | 0.9 | -12.2[20 µM] | -0.8 | -3.9
37 | CCCCn1c(N)c(N(CCOC)C(=O)CCc2ccc(OC)cc2)c(=O)[nH]c1=O | 7.1 | 1.2 | -7.0 | 0.508 | 9.7 | -1.9 | -13.1 | -15.8 | 14.0
38 | COc1ccc(NC(=O)N/C=C/c2ccco2)cc1 | 3.7 | 0.6 | -16.7 | / | -45.9 | 0.2 | -28.6 | -7.8 | 10.2
39 | Cc1c(Cl)cccc1NC(=O)CCC(=O)NNC(=O)CCC(=O)O | 3.4 | 1.0 | 0.0 | 2.26 | -4.7 | -2.0 | -9.7 | -16.5 | -1.6
40 | Cc1ccc(NCc2n[nH]c(=S)n2-c2ccccc2)c(C)c1 | 1.5 | 0.4 | -45.8 | -0.294 | -4.2 | -0.1 | -17.3 | 0.0 | -2.9

Additional entries:
cpd | mol | p97 ATPase inh | PERK inhibitor | KLK5 inh | Cl transport mod | FXIa inh 1536 | Wee1 degr inh | Furin inh | thrombin 1536 | FXIIa inh 1536
41 | COC(=O)CC1SC(=O)NC1=Nc1ccccc1 (stereo unspecified) | 1.7 | 0.8 | -0.2 | / | -10.9 | 0.1 | -23.0 | -6.1 | 3.7
42 | COc1ccc(-c2cn[nH]c2-c2ccc(OCc3ccc([N+](=O)[O-])cc3)cc2O)cc1 | -6.0 | -0.8 | 6.3 | -0.0164 | -12.5 | -1.1 | -2.5 | -2.9 | 2.0
43 | CC(=O)c1cccc(NC(=O)c2ccc(Br)o2)c1 | 1.6 | 1.1 | -11.0 | 0.776 | 8.1 | 2.5 | -15.9 | 6.3 | 17.3
44 | COc1ccc(/C=C/C(=O)NC(=S)N2CCN(c3ccccn3)CC2)cc1OC | 4.6 | -0.1 | -2.8 | -0.00675 | -4.2 | 3.9 | -13.9 | -4.8 | 0.4
45 | COC(=O)c1cc(OC)c(OC)cc1NC(=O)c1ccc(Br)o1 | -2.6 | 0.4 | / | -0.363 | / | 1.0 | -15.9[20 µM] | / | /
46 | CCN(CC)c1nc2ccccc2nc1-n1nc(C)cc1C | 5.2 | 0.5 | -13.0 | -0.863 | -6.1 | 1.2 | -10.1[20 µM] | -10.3 | -4.1
47 | COc1ccc(CCNC(=O)CN2CCN(c3ccccc3Cl)CC2)cc1 | -5.8 | -1.3 | -15.2 | -0.111 | 1.1 | -0.8 | -7.9[20 µM] | 1.9 | 11.4
48 | O=C(NC(c1ccccc1)c1ccccc1)c1ccc(=O)[nH]n1 | 3.6 | 1.8 | -5.9 | 0.329 | -4.4 | 0.5 | -26.2 | 3.1 | 1.0

Screening data deposited in PubChem by several laboratories.
